High-throughput results (PubChem)
SUMO1 PPI mod: SUMO1-SIM interaction modulation; SUMO1 binding to a labelled peptide, TR-FRET, 1 h; 360,000 compounds, 0.33% hits; inhibition, % at 20 µM; P63165; in the data active = inhibition above about 37%
Scp-1 inhibitor: Scp-1 (human) phosphatase inhibition | 340,000 compounds, 0.88% hits | Recombinant Scp1, phosphopeptide, malachite green phosphate absorbance | inhibition, % at 20 µM | AID 493091 | Q9GZU7;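 active = inhibition above about 50% at 20 µM, limit read from the data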;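 also: plate controls were DMSO wells with enzyme for no effect and wells lacking enzyme for full effect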
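assay system = SCP-1 phosphatase catalytic domain, residues 76-261 | buffer or medium = 50 mM Tris acetate pH 5.5, 0.005% Tween-20, 10 mM MgCl2 | incubation = enzyme reaction 45 min at room temperature, colour 5 min, stabilisation 30 min | signal = Phosphate-binding colour reagent, absorbance read at 630 nm | measure = % inhibition at 20 µM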
LMPTP block: blocks human LMPTP phosphatase; recombinant LMPTP-A, OMFP fluorogenic substrate, fluorescence intensity; inhibition, % at 20 µM; AID 651560; 360,000 compounds, 0.22% hits;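 active = compounds that cut the enzyme signal by at least half of the control window in the single-dose screen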;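 also: plate controls were DMSO wells with enzyme plus substrate for no effect and substrate without enzyme for full effect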
Target sequence (P24666 whole entry, looked up): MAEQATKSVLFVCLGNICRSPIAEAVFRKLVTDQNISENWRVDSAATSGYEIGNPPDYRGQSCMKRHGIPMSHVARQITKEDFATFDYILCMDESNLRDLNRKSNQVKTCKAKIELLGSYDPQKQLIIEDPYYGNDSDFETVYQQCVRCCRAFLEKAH
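Assay system: LMPTP-A, protein tyrosine phosphatase of low molecular weight / Medium: pH 6.0 Bis-Tris buffer with DTT and Triton X-100 / Schedule: 50 min enzyme reaction at room temperature, protected from light / Measured by: endpoint fluorescence intensity from OMFP dephosphorylation / Read-out basis: % inhibition relative to no-enzyme and uninhibited control wells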
Tb MetRS inh: blocks T. brucei methionyl-tRNA synthetase activity | purified T. brucei MetRS, ATP depletion, Kinase-Glo luminescence | inhibition, % at 11.9 µM | 360,000 compounds, 0.4% hits | AID 624268;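 active = inhibition above a per-plate cutoff of the control wells' mean inhibition plus 3 SD, cut at about 5.5% in these data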;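 also: 0% = DMSO wells median and 100% = median of wells with control inhibitor compound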
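Test system: purified T. brucei MetRS enzyme. Also added: ATP, methionine and E. coli bulk tRNA substrates. Compound: 11.9 µM single point. Schedule: 15 min enzyme-compound preincubation, 2 h reaction, 10 min detection, 25 °C. Signal: luciferase luminescence of residual ATP, Kinase-Glo. Evaluation: percent inhibition versus plate control medians. Controls: DMSO wells, low control.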
E coli Lon inh: E. coli protease La inhibition; P0A9M0; purified E. coli Lon protease, fluorescence polarization; inhibition, % at 7.94 µM; 360,000 compounds, 0.42% hits; AID 602123; in the data active = inhibition above about 13%, passing the limit was not always enough;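 also: 0% = enzyme with probe and DMSO and 100% = no enzyme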
STEP block: STEP (human) phosphatase inhibition. recombinant STEP, OMFP fluorogenic substrate, fluorescence. inhibition, % at 20 µM. 360,000 compounds, 0.25% hits. AID 588621;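 active = inhibition at 20 µM, scaled per plate between control wells, above about 37%, limit read from the data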;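 also: 0% = DMSO with enzyme and substrate and 100% = substrate only without enzyme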
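medium = Bis-Tris buffer pH 6.0, 2.5 mM DTT, 0.005% Tween 20 | test system = STEP (striatal-enriched tyrosine phosphatase) enzyme, cell-free | measure = normalized % inhibition | compound dosing = 20 µM, 1% DMSO | also added = 25 µM OMFP | schedule = reaction 20 min, ambient temperature | measured by = fluorescence read at 480 nm ex / 540 nm em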
CendR NRP1 mod: alters CendR peptide binding to human NRP-1. O14786. FAM-RPARPAR peptide binding to NRP-1, fluorescence polarization. inhibition, % at 25 µM. 360,000 compounds, 0.85% hits;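 active = inhibition or corrected inhibition above about 18%, plus a signal ratio from 0.5 to 1.5, limit read from the data, passing the limit was not always enough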; also: strong numbers were not always called active
Target sequence (O14786 whole entry, looked up): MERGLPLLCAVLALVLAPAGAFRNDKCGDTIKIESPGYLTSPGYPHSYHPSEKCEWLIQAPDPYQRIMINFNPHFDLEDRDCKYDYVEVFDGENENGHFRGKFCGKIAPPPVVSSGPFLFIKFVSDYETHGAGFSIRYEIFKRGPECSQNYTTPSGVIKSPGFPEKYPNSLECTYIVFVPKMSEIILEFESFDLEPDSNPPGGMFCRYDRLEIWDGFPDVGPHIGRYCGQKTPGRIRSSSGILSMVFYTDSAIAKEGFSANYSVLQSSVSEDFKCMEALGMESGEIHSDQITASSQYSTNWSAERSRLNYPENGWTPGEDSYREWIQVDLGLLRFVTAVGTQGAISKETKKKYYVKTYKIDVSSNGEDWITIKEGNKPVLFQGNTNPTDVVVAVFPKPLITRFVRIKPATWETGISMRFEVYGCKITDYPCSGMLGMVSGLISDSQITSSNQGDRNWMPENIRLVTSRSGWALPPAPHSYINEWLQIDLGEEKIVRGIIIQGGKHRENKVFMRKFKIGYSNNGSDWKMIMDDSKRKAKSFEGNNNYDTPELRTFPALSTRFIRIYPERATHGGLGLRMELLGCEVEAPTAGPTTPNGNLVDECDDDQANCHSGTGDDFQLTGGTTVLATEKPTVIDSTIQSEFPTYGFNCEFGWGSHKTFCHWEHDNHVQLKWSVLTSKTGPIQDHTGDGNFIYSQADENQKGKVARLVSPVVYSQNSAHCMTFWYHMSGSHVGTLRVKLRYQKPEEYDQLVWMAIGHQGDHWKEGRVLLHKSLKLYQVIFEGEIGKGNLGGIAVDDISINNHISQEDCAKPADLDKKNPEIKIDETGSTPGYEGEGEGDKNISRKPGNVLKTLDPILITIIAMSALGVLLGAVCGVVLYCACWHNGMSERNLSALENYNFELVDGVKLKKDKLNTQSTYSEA
DNMT1 block: DNMT1 (human) enzyme inhibition. P26358. DNMT1 molecular beacon, Hinp1I cleavage, fluorescence. inhibition (reported as % activation of signal), % at 10 µM. 360,000 compounds, 0.83% hits; in the data active = inhibition above about 50%
MsrA inhibitor: inhibitors of bovine MsrA. inhibition, % at 15.5 µM. purified bovine MsrA, absorbance read-out. 360,000 compounds, 0.75% hits; in the data active = inhibition above about 4.5%;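 also: 0% = vehicle wells with enzyme and 100% = reference inhibitor wells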
bovine MsrA act: activates bovine MsrA enzyme; purified bovine MsrA, absorbance read-out; activation, % at 10.6 µM; 360,000 compounds, 0.3% hits; AID 602163; in the data active = activation above about 7.5%;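 also: 0% = vehicle and 100% = reference activator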
* = called active by the depositor; . = no result given.

SMILES	SUMO1 PPI mod	Scp-1 inhibitor	LMPTP block	Tb MetRS inh	E coli Lon inh	STEP block	CendR NRP1 mod	DNMT1 block	MsrA inhibitor	bovine MsrA act
CN(C(=O)COC(=O)c1ccccc1NCCO)C1CCS(=O)(=O)C1 (stereo not drawn)	2	0	-0.5	-0.4	-5	2	10	1	2.0	-2
O=C(CN(c1ccc(F)cc1)S(=O)(=O)c1ccc2c(c1)OCCO2)NCc1cccnc1	-3	-15	-0.3	0.1	0	-1	10	-2	0.9	2
COc1ccc(CCn2c(NN=C3CCCCC3)nc3c2c(=O)[nH]c(=O)n3C)cc1	-20	-10	1.5	0.0	6	1	-8	0	.	-3
Cn1c(=O)c(Sc2ccc(Cl)cc2)c(O)c2ccccc21	10	-6	-1.0	0.8	1	-2	-6	5	1.4	3
Cc1ccc2oc(C(=O)N3CCC(O)(c4ccccc4)CC3)c(C)c2c1	2	-9	1.2	-1.1	-4	2	5	-5	0.2	2
O=C(C1=C[C@H](c2coc3ccccc3c2=O)C[C@H](OCCCCO)O1)N1CCOCC1	3	0	-2.5	0.0	6	2	-13	3	-0.8	-5
CC1CCCN(S(=O)(=O)c2cccc(C(=O)NCC3CCCO3)c2)C1 (stereo not drawn)	1	-10	-1.1	-0.3	-6	0	5	-2	-0.3	-3
COc1ccc(CNC(=O)c2cnc(C)cn2)cc1	19	6	-1.4	-0.2	-2	-1	3	4	0.5	1
CCn1nnc2cc(C(=O)Nc3cc(Cl)ccc3C)ccc21	1	-10	-0.5	-0.5	2	-1	-24	-2	-1.1	-6
Cc1ccc(NC(=O)CSCC(=O)OCc2cc(=O)oc3cc(O)ccc23)c(C)c1	-3	-3	0.2	-0.3	-2	0	-4	0	0.8	-6
CN(Cc1ccccc1)C(=O)CN1CCN(C(c2ccccc2)c2ccccc2)CC1	-2	-1	0.8	-1.1	10	0	13	1	-0.1	-7
O=C(N/N=C/c1ccc(N2CCOCC2)s1)c1ccccc1Br	-5	-3	0.3	-0.7	-8	-3	-11	1	0.5	-4
COc1ccc2[nH]c(=O)c(CN(Cc3ccccc3)Cc3nnnn3CC3CCCO3)cc2c1 (stereo not drawn)	0	6	-1.1	-1.0	3	0	10	2	1.2	-7
Cn1cnnc1SC1c2cccc3cccc(c23)C1NS(=O)(=O)c1ccccc1 (stereo not drawn)	-1	-5	0.6	-0.2	1	2	-3	-1	-0.1	-2
O=C(NC(=S)Nc1ccc(O)cc1)c1cncc(Br)c1	5	-14	1.3	0.0	-6	-1	3	-2	0.3	-2
CN(Cc1cnn(C)c1)C(=O)CC1C(=O)NCCN1Cc1cccc(Oc2ccccc2)c1 (stereo not drawn)	-2	-2	0.3	-0.8	2	-2	2	-5	-0.5	-4
O=C(C1CCC1)N1CCc2cc(S(=O)(=O)N3CCCCC3)ccc21	-4	-5	0.9	-0.1	-2	1	-2	1	0.6	1
O=C(CC1C(=O)NCCN1Cc1cccc(C(F)(F)F)c1)NC1CCOCC1 (stereo not drawn)	-3	-10	-0.6	-0.1	7	-1	-10	-5	0.5	-1
O=C(CCn1c(=O)sc2ccccc21)NCCN1CCOCC1	-1	-1	0.9	0.4	0	-2	11	2	0.1	-2
Cc1ccc(NC(=O)c2cccc(NC(=O)CCC(=O)O)c2)cc1C	6	-7	-0.1	-0.2	2	0	2	0	0.9	-2
COc1ccc(CCNc2oc(-c3ccc(OC)c(OC)c3)nc2P(=O)(OC)OC)cc1OC	2	-12	-1.4	0.2	29	-1	4	-2	2.6	-3
Cc1ccc(-n2nnnc2SCC(=O)Nc2c(C)n(C)n(-c3ccccc3)c2=O)cc1	-1	-4	0.0	-1.0	-11	-4	-7	2	-0.3	-2
CCCn1nnc(NC(=S)NC(=O)c2ccccc2OC)n1	0	-9	0.0	-0.3	-4	-1	2	2	1.6	1
Cc1ccc2c(c1)C(=O)C(=O)N2Cc1ccccc1	-19	-14	0.7	0.0	-9	0	9	2	1.3	-2

4 entries from above, ordered by the value under SUMO1 PPI mod, ascending:
| compound | SUMO1 PPI mod | Scp-1 inhibitor | LMPTP block | Tb MetRS inh | E coli Lon inh | CendR NRP1 mod | DNMT1 block | MsrA inhibitor | bovine MsrA act |
| --- | --- | --- | --- | --- | --- | --- | --- | --- | --- |
| O=C(CC1C(=O)NCCN1Cc1cccc(C(F)(F)F)c1)NC1CCOCC1 (stereo not drawn) | -3 | -10 | -0.6 | -0.1 | 7 | -10 | -5 | 0.5 | -1 |
| O=C(CCn1c(=O)sc2ccccc21)NCCN1CCOCC1 | -1 | -1 | 0.9 | 0.4 | 0 | 11 | 2 | 0.1 | -2 |
| COc1ccc2[nH]c(=O)c(CN(Cc3ccccc3)Cc3nnnn3CC3CCCO3)cc2c1 (stereo not drawn) | 0 | 6 | -1.1 | -1.0 | 3 | 10 | 2 | 1.2 | -7 |
| O=C(NC(=S)Nc1ccc(O)cc1)c1cncc(Br)c1 | 5 | -14 | 1.3 | 0.0 | -6 | 3 | -2 | 0.3 | -2 |

The listing continues:
SMILES	SUMO1 PPI mod	Scp-1 inhibitor	LMPTP block	Tb MetRS inh	E coli Lon inh	STEP block	CendR NRP1 mod	DNMT1 block	MsrA inhibitor	bovine MsrA act
Cc1ccc(N(CC2CO2)S(=O)(=O)c2ccc(C)cc2)cc1 (stereo not drawn)	3	-4	-0.8	0.4	-3	-2	-6	25	2.1	-2
CCC(NC(=O)c1ccncc1)c1ccccc1 (stereo not drawn)	1	-2	0.1	0.4	-8	-1	-18	-1	-1.1	-4
O=C(C(Cl)Cl)N1c2ccccc2OCC1c1ccccc1 (stereo not drawn)	-3	-22	0.5	-0.3	8	3	-18	-3	0.5	-3
CCCCCCC(=O)NNC(=O)c1c(O)c2ccccc2n(CCC)c1=O	5	-8	-1.1	-0.4	-2	8	-13	5	0.4	-2
C=CCn1c(Cc2csc(N)n2)nnc1SCC(=O)Nc1ccc(C(=O)OCC)cc1	-2	-5	0.6	-0.5	5	2	-21	-1	-0.5	-1
COc1ccc(CC(=O)Nc2ccccc2N2CCCC2)cc1OC	-3	-6	-2.0	-0.2	1	1	-11	-3	0.5	-6
Cc1cccc(C)c1C(O)c1ncc(-c2ccccc2Cl)[nH]1 (stereo not drawn)	9	.	-1.0	-0.1	-1	-3	-12	-3	-0.6	2
C=CCn1c(CSc2ccccc2[N+](=O)[O-])n[nH]c1=S	20	17	43	0.0	-5	6	-2	70*	-0.2	2
COc1ccccc1NC(=O)Cn1cnc2sc(C(=O)Nc3cc(OC)c(OC)c(OC)c3)c(C)c2c1=O	-5	3	0.7	-0.2	14	-3	4	-5	0.4	1
Cc1ccc2[nH]cc(C(=O)CCl)c2c1	5	-1	-2.0	1.3	-17	-6	7	4	0.6	-2
O=C(c1ccco1)N1CCN(C2CN(C3CCCC3)S(=O)(=O)C2)CC1 (stereo not drawn)	2	.	-2.0	0.5	-3	-7	13	-2	0.1	-2
COCCn1c(C)cc(C(=O)CN2C(=O)NC3(CCCCCC3)C2=O)c1C	-6	-5	-1.4	-0.1	2	0	5	0	-0.2	-1

Nothing new here: entries from further up.
SMILES	SUMO1 PPI mod	Scp-1 inhibitor	LMPTP block	Tb MetRS inh	E coli Lon inh	STEP block	CendR NRP1 mod	DNMT1 block	MsrA inhibitor	bovine MsrA act
O=C(c1ccco1)N1CCN(C2CN(C3CCCC3)S(=O)(=O)C2)CC1 (stereo not drawn)	2	.	-2.0	0.5	-3	-7	13	-2	0.1	-2
COCCn1c(C)cc(C(=O)CN2C(=O)NC3(CCCCCC3)C2=O)c1C	-6	-5	-1.4	-0.1	2	0	5	0	-0.2	-1

(listing goes on)
SMILES	SUMO1 PPI mod	Scp-1 inhibitor	LMPTP block	Tb MetRS inh	E coli Lon inh	STEP block	CendR NRP1 mod	DNMT1 block	MsrA inhibitor	bovine MsrA act
CCc1ccc2c(c1)C(C)=CC(C)(C)N2	-3	-2	-1.3	0.5	3	0	2	-1	2.3	1
COc1ccc(C2C3=C(CCCC3=O)Nc3nc(SCc4ccc(C(=O)O)cc4)nn32)cc1OC (stereo not drawn)	4	-6	-0.4	-0.5	-10	-3	16	5	-0.6	-4
Cc1sc(-c2ccncc2)nc1OC(=O)c1ccccc1	-13	1	0.4	-0.1	-9	-3	8	6	0.5	0
NN1C(=O)NC(c2ccccc2)(c2ccccc2)C1=O	-3	9	1.4	-1.1	9	-1	-4	9	0.5	-10
CSc1ccc(C(=S)N2CCCC2)cc1	3	9	-2.9	-1.6	4	9	-32	-2	-0.2	-8
CCCn1c(O)c(CN2CCCC(C)C2)c(C)c(C#N)c1=O (stereo not drawn)	0	0	1.4	-1.2	5	-1	-1	-5	0.9	-10
CCC(=O)Nc1cccc(NC(=S)NC(=O)c2cc3ccccc3o2)c1	4	-3	-0.1	-0.2	-7	1	-37	5	-0.7	0
CC(C)(CNC(=O)C1c2ccccc2-c2ccccc21)N1CCOCC1	-10	-1	1.5	-0.1	-6	3	2	-4	-0.3	-2
N#Cc1ccc(C(=O)OCC(=O)N2CCCC2)cc1	-2	-3	-1.2	-0.2	7	-2	2	1	-1.2	-1
O=C(Nc1nnc(-c2ccco2)s1)c1ccccc1	4	-8	-0.4	-0.4	-17	0	-16	6	3.5	-4
C/C(=N\NC(=O)c1ccncc1)c1ccc(N(C)C)cc1	-3	-6	-0.3	0.2	-11	3	7	-1	4.7*	-5
CCOc1ccc(NC2OC(C)C(O)C(O)C2O)c([N+](=O)[O-])c1 (stereo not drawn)	-29	-5	2.1	0.1	4	0	1	-4	0.5	-2
CCOC(=O)c1c(NC(=O)CSc2nnc(-c3cccnc3)o2)sc2c1CCC2	-4	-1	-0.6	-0.5	-2	5	15	1	-0.6	-2
CC(C)Nc1nnc(SCC(=O)N2CCN(C(=O)c3ccco3)CC2)s1	1	-5	-0.7	0.5	-1	7	8	4	0.2	0
Nc1c2c(nn1-c1ccccc1)CCC2	2	14	-1.0	-0.8	-1	-1	-2	-2	-1.3	-7
O=C(NCCN1CCN(c2ccccc2)CC1)C1(S(=O)(=O)c2ccc(Cl)cc2)CC1	7	-7	-2.1	-0.3	-3	-2	4	0	-0.5	-5
CCC1(CC)C(=O)C2=C3C1[C@H](C(=O)OC)CC(C(=O)OC)C[C@H]3[C@H]1C(=O)N(c3ccccc3)C(=O)[C@H]1[C@H]2C (stereo partly drawn)	1	-3	-0.4	-0.1	-1	-3	-2	-11	0.6	-2

MsrA inhibitor: hit marks shown above.
canonical_smiles	SUMO1 PPI mod	Scp-1 inhibitor	LMPTP block	Tb MetRS inh	E coli Lon inh	CendR NRP1 mod	DNMT1 block	MsrA inhibitor	bovine MsrA act
C/C(=N\NC(=O)c1ccncc1)c1ccc(N(C)C)cc1	-3	-6	-0.3	0.2	-11	7	-1	4.7*	-5
